# E-selectin induc – E-selectin induction on HUVECs; P16581; HUVEC E-selectin immunofluorescence imaging; normalized: neutral wells 0, TNF-alpha wells 100; activation, % at 7.58 µM; 260,000 tested, 0.37% active; AID 686992;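 active = mean E-selectin-positive cell signal at least 10% of the positive control, reached in at least 60% of replicates, without over 20% cell loss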;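 note: in these data hits start at about 27%; measured in HUVEC primary endothelial cells; signal is the percent of cells scored E-selectin positive by PE staining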
#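 material = human umbilical vein endothelial cells (HUVEC), E-selectin induction | quantity = 3,000 cells/well | medium = EGM-2 growth medium on 0.1% gelatin-coated wells | technique = immunofluorescence imaging | read-out basis = % PE-positive cells | control set = TNF-alpha positive control, DMSO neutral control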
# miR122 inh – miR-122 inhibition in Huh7 cells | AID 602342 | activation (reporter increase), % at 12.5 µM | Huh7 miR-122 Renilla luciferase sensor, 48 h; neutral wells = 0, positive control = 100 | 340,000 tested, 0.3% active;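 active = mean replicate activation score at least 90 and every replicate individually at or above 90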;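 note: higher luciferase means less miR-122 activity so hits act as miR-122 inhibitors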
# RAD52 anneal inh – inhibitors of human RAD52 DNA annealing; inhibition, % at 18.7 µM; recombinant RAD52 DNA annealing, FRET fluorescence; 360,000 tested, 0.46% active; P43351;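 active = every replicate showing at least 50% inhibition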
# Cneo AK release – causes C. neoformans cell lysis; adenylate kinase release luminescence, 4 h; normalised: neutral wells 0, clomiphene wells 100; lysis activity, % at 15 µM; 360,000 tested, 0.2% active; AID 651654;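 active = mean lysis activity across replicates of at least 80%, whatever share of replicates individually reach that level; inactive = mean lysis activity below 80%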
#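 Signal: Adenylate kinase release luminescence | Assay system: Log-phase Cryptococcus neoformans yeast cells | Input: Cells at 5 × 10^6 per mL | Buffer or medium: Fresh YPD growth medium | Compound: Single dose | Schedule: Static 4 h at 37 °C with compound, 1 h detection | Controls: Clomiphene | Read-out: Luminescence rise reflecting yeast cell lysis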
# RAD54 inh – inhibitors of human RAD54 branch migration | Q92698 | RAD54 Holliday junction branch migration, FAM/BHQ fluorescence | inhibition, % at 10.4 µM | 360,000 tested, 0.14% active | AID 602329;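 active = mean normalized replicate activity at least 40 and at least half of replicates scoring 40 or more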;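 note: 0% = median of neutral control wells and 100% = median of positive control wells; inhibitors cause a drop in the FAM fluorescence signal; in these data hits start at about 50%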
# PGC1a acetyl inh – PGC1a acetylation modulation, inhibitor mode; U2OS PGC1a acetylation, AlphaScreen anti-acetyl-lysine; with virally co-expressed GCN5 acetyltransferase; inhibition, % at 15.6 µM; 350,000 tested, 0.17% active; AID 651687;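 active = every replicate shows inhibition of at least 40%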;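 note: 0% = neutral control wells and 100% = positive control wells; some results beyond the cut were filed as inactive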
# ERAP1 inh – inhibitors of human ERAP1 aminopeptidase. recombinant ERAP1, Leu-AMC fluorescence, 60 min. inhibition, % at 10.7 µM. 340,000 tested, 0.15% active;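 active = mean replicate inhibition of at least 30%, or all replicates individually reaching that 30% level; inactive = mean below 30% and not every replicate reaching it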;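 note: 0% = neutral control wells and 100% = L-leucinethiol positive control wells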
# Target sequence (Q9NZ08 whole entry, looked up): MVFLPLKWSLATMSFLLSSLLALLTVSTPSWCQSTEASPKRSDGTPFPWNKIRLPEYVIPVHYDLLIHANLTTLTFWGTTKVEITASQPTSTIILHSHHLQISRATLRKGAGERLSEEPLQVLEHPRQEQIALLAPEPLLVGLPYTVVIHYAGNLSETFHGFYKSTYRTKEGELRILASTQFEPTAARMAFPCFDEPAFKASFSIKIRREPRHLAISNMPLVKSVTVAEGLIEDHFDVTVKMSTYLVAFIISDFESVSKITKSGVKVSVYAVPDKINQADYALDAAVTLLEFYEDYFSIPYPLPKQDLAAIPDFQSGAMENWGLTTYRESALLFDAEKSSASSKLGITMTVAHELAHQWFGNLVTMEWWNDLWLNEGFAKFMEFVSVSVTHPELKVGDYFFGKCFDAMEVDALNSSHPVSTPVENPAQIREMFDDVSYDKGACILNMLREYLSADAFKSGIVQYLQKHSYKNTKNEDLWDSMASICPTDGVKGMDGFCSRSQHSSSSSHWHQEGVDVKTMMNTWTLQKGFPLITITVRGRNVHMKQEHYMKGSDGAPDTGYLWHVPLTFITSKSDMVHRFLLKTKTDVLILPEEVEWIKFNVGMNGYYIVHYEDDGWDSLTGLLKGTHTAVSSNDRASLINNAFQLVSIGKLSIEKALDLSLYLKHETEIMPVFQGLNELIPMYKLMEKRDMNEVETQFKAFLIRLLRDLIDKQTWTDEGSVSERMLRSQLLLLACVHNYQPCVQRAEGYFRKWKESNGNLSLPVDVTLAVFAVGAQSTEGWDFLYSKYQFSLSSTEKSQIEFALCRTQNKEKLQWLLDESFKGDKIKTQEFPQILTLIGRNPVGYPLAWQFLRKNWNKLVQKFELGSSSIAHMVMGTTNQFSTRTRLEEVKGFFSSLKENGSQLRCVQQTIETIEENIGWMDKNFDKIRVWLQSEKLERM
# PglD DTNB – inhibitors of Campylobacter jejuni PglD acetyltransferase; purified PglD enzyme, DTNB colorimetric CoA detection; 360,000 tested, 0.098% active; inhibition, % at 12.5 µM; in the data active = inhibition above about 16%, passing the limit was not always enough; note: strong numbers were not always called active
# An asterisk follows results filed as active; nt = no result given; [ ] = dose if it differs, or a comment.
# Order of values: E-selectin induc	miR122 inh	RAD52 anneal inh	Cneo AK release	RAD54 inh	PGC1a acetyl inh	ERAP1 inh	PglD DTNB
- Clc1ccc(SCCOCCN2CCOCC2)cc1
  nt	-3.5	-4.1	-2.4	-1.6	-0.3	0.1	-6.3
- O=C(COC(=O)c1ccc(Br)o1)NCCCc1ccccc1
  nt	2.8	nt	2.6	2.0	13.5	nt	0.2
- COCCNC(=O)C[C@H]1CC[C@H]2[C@@H](COc3ccc(NC(=O)c4ccno4)cc3C(=O)N2C)O1
  -0.1	35.0[16.7 µM]	-12.1	-3.5	0.2	-4.3	1.9	-0.5
- CCn1c(=O)cc(SCC(=O)N2CCN(C)CC2)c2ccccc21
  nt	11.5	nt	11.0	-5.2	nt	nt	2.3
- O=C(C1CCN(S(=O)(=O)c2cccc3cccnc23)CC1)N1CCN(C2CCCC2)CC1
  nt	-5.9	-8.1	-1.0	-5.7	-0.8	2.4	1.6
- C/C(=N\N1CCN(Cc2ccccc2Cl)CC1)c1ccc([N+](=O)[O-])cc1
  nt	0.8	0.9	-0.7	1.6	7.0	-8.6	-3.2
- Cc1ccc(S(=O)(=O)N2C[C@H]3C(=O)C[C@@H](c4ccccc4)N(S(=O)(=O)c4ccc(C)cc4)[C@H]3C[C@H]2c2cccc(Cl)c2)cc1
  1.9	-5.9	4.7	7.1	4.8	7.3	-0.8	-6.3
- O=c1c(Cc2ccccc2)c(O)ccn1C1CCCCCCC1
  3.1	nt	-14.1	nt	nt	-2.7	5.0	nt
- Cc1ccc(C)c(N2C(=O)c3ccc(C(=O)Nc4ccccn4)cc3C2=O)c1
  0.0	5.2	16.3	6.7	2.5	1.6	-4.5	-4.5
- COCC(=O)Nc1ccc2c(c1)[C@@H]1C[C@@H](CC(=O)NCc3ccccn3)O[C@H](CO)[C@@H]1O2
  -0.7	0.1[16.7 µM]	2.1	-0.3	-4.1	3.7	4.7	2.8
- COc1ccccc1CNC(=O)C[C@@H]1CC[C@@H](NC(C)=O)[C@H](CO)O1
  -0.3	nt	10.3	36.2	0.7	-2.6	-9.8	-2.3
- C=CCc1c(C)nc(SCC(N)=O)[nH]c1=O
  nt	-7.0	-17.0	nt	nt	12.2	2.8	nt
- Cc1nnc(SCC(=O)N2CCC(C(=O)Nc3nccs3)CC2)n1Cc1ccccc1
  nt	-1.8	nt	-0.4	9.9	-11.4	nt	0.3
- COc1ccc(S(=O)(=O)Nc2ccc3c(c2)C(=O)N([C@H](C)CO)C[C@@H](C)[C@@H](CN(C)S(=O)(=O)c2cccs2)OCCCC[C@H](C)O3)cc1
  nt	6.6[16.7 µM]	-94.4	48.7	-8.1	-9.4	0.9	1.3
- CCOc1cc(CN2CCCC(N3CCc4ccccc4C3)C2)ccc1O (stereo not given)
  0.7	-6.8	1.5	-0.6	-6.8	5.7	-2.3	6.3
- Cc1ccc(S(=O)(=O)N[C@@H]2CC[C@@H](CC(=O)NCCN3CCCCC3)O[C@@H]2CO)cc1
  -0.2	nt	-6.8	-4.8	-2.1	0.0	-0.9	3.0
- CCOc1cc(C#N)ccc1OCC(=O)N1CCc2ccccc2C1
  nt	0.5	-16.0	-2.0	2.4	6.3	-5.7	4.8
- Cc1ccccc1-c1ccc2c(c1)O[C@H](CN(C)C(=O)Nc1ccccc1)[C@@H](C)CN([C@H](C)CO)S2(=O)=O
  -0.1	1.6[16.7 µM]	-0.8	-3.7	-8.7	13.1	-0.3	2.1
- O=C(c1ccco1)n1nc(-c2ccccc2)nc1SCc1ccccc1
  nt	-2.1	nt	-3.1	-23.6	-10.7	nt	-2.8
- CC=Cc1ccc2n(c1=O)C[C@@H]1[C@@H](CO)[C@H](C(=O)NCC)[C@H]2N1C(=O)c1ccc(F)cc1 (mixture of isomers)
  0.7	1.2[16.7 µM]	10.5	-2.5	-8.1	nt	-0.7	0.0
- Cn1c(=O)oc2cc(S(=O)(=O)N3CCC(C(=O)NCc4cccs4)CC3)ccc21
  -1.7	2.4	-4.6	-3.3	-2.1	7.3	2.7	nt
- CC(=O)Nc1ccc(S(=O)(=O)N2CCN(C(=O)N3CCCC3)CC2)cc1
  0.0	5.7	-10.0	nt	nt	-2.0	2.4	nt
- C[C@@H]1CN([C@@H](C)CO)S(=O)(=O)c2ccc(C3=CCCC3)cc2O[C@@H]1CN(C)C(=O)Cc1ccncc1
  0.3	nt	-15.0	nt	nt	3.9	0.2	nt
- c1ccc(N2CCN(c3ncnc4c3oc3ccccc34)CC2)cc1
  nt	-5.8	nt	-1.1	2.6	6.9	nt	-1.7
- O=C(Nc1cccc(OC(F)(F)F)c1)c1ccc(Br)o1
  -2.1	4.1	nt	-3.3	2.3	-5.2	nt	1.7
- CN1[C@@H]2Cn3c(ccc(C4=CCCC4)c3=O)[C@H]1[C@@H](C(=O)N1CCCCC1)[C@@H]2CO
  -0.2	nt	-19.3	22.4	-0.4	nt	1.3	2.1
- COCCn1c(C)cc(/C=C2/NC(=O)N(c3ccc(Cl)cc3)C2=O)c1C
  nt	-5.6	-10.7	1.2	-3.1	2.6	-0.9	2.0
- CN1CCN(C(=O)CCCOc2cc(=O)n(C)c3ccccc23)CC1
  nt	-3.1	nt	-4.2	13.4	23.9	nt	8.3
- CCCC(=O)Nc1ccc2c(c1)C(=O)N(C)C[C@@H](OC)[C@H](C)CN(S(=O)(=O)c1cn(C)cn1)[C@H](C)CO2
  0.1	nt	-4.5	12.4	0.3	3.9	2.0	-3.0
- COc1ccc(CCNC(=O)CSc2nc(N)cc(=O)[nH]2)cc1OC
  1.0	7.4	-7.9	0.4	-0.3	2.9	-3.0	14.3
- Cc1ccc(SCCNC(=S)Nc2cc(C)cc(C)c2)cc1
  nt	-3.9	nt	38.8	7.1	-7.3	nt	0.1
- C[C@@H]1CN([C@@H](C)CO)C(=O)c2cccc(NC(=O)Nc3ccc(F)cc3)c2O[C@H]1CN(C)Cc1ccc(C(=O)O)cc1
  0.0	34.2[16.7 µM]	1.4	44.7	4.8	1.7	4.7	-4.8
- Cc1ccc(/C=C/S(=O)(=O)NCC(=O)OCC(=O)Nc2ccc(C(=O)N(C)C)cc2)cc1
  -0.6	-4.4	-9.7	-1.8	0.9	10.7	-0.1	1.6
- C[C@H]1CN([C@@H](C)CO)C(=O)c2cccc(NC(=O)Nc3ccc4c(c3)OCO4)c2O[C@H]1CN(C)C(=O)Nc1cccc2ccccc12
  0.2	0.7[16.7 µM]	-0.4	-5.5	-12.2	3.8	1.4	-0.4
- Cc1cc(Br)ccc1OCCN1CCCC1
  nt	9.7	3.2	1.1	-2.0	11.7	3.4	-3.5
- CCC(=O)Nc1ccc(Cl)c(NC(=S)NC(=O)c2cc3ccccc3o2)c1
  -0.4	-1.0	-38.8	-1.2	-1.9	-5.4	-4.9	-8.5
- CCC(=O)N1C[C@@H](C)[C@@H](OC)CN(C)C(=O)c2cc(NC(=O)C3CCCCC3)ccc2OC[C@H]1C
  -0.2	nt	-5.3	-2.4	-5.1	5.6	-1.0	-1.5
- CC(=O)N(C(C)=O)c1c(N2CCCC2)c2ccccc2oc1=O
  2.0	-0.3	-8.7	0.7	-2.3	1.4	-2.0	0.9
- CCNS(=O)(=O)c1ccc(NC(=S)NCC2CCCO2)cc1 (stereo not given)
  -0.8	nt	-10.9	nt	nt	-0.3	-5.4	nt
- O=C(Cc1ccc(Cl)cc1)NC(=S)Nc1ccccc1O
  0.5	3.6	-10.5	-4.0	-5.7	19.9	-0.1	2.5
- Cc1c(OCC(=O)N2CCC(C(N)=O)CC2)ccc2c1oc(=O)c1ccccc12
  nt	-0.4	1.1	-0.8	1.2	-1.2	-0.5	-2.6
- FC(F)(F)c1cnc2c(-c3ccc(Cl)cc3Cl)noc2c1
  nt	-9.1	nt	0.3	-3.5	-0.1	nt	0.0
- O=C(CCc1nc(-c2ccccc2)no1)Nc1cccc(C(=O)NC2CC2)c1
  nt	-7.1	-17.8	0.8	2.4	-5.4	0.5	2.7
- C/C=C/c1cnc2c(c1)C(=O)N([C@H](C)CO)C[C@H](C)[C@H](CN(C)C(=O)Nc1c(C)noc1C)O2
  nt	0.0[16.7 µM]	-7.3	1.1	5.6	-13.5	nt	5.9
- CC(=O)N(C)C[C@@H]1Oc2ncc(C#C[C@@H](C)O)cc2C(=O)N([C@H](C)CO)C[C@@H]1C
  -0.3	1.3[16.7 µM]	12.9	-2.8	1.2	1.8	-5.9	2.7
- CN1CCN(S(=O)(=O)c2ccc(N3CCc4ccccc4C3)nc2)CC1
  2.0	1.3	-1.2	2.5	10.7	-5.8	1.1	-12.0
- CC(C)NS(=O)(=O)c1ccc(NC(=O)C(C)OC(=O)CCC2CCCC2)cc1 (stereo not given)
  nt	nt	-7.7	1.4	-3.0	nt	0.7	-0.1
- O=C(CCS(=O)(=O)c1ccccc1)N(CCCN1CCOCC1)c1nc2ccc(F)cc2s1
  nt	nt	-2.6	2.4	6.0	5.6	-4.0	4.6
- CCN1CCN(c2ccc(S(=O)(=O)N3CCCCC3)cc2NC(=O)/C=C/c2ccc(Cl)cc2)CC1
  0.2	-9.8	14.3	5.6	10.0	-6.8	4.6	1.1
- CCCC#Cc1ccc([C@@H]2[C@@H](CO)N(C(=O)C3CCCCC3)[C@H]2C#N)cc1
  -0.2	nt	-59.9	1.8	0.7	-3.9	1.1	-0.1

# New compounds follow
# Order of values: E-selectin induc	miR122 inh	RAD52 anneal inh	Cneo AK release	RAD54 inh	PGC1a acetyl inh	ERAP1 inh	PglD DTNB
- O=C(Nc1ccc(C(=O)N2CCCCC2)cc1)c1cccc([N+](=O)[O-])c1
  0.0	5.1	-2.5	-0.6	-4.6	0.3	-4.6	4.4
- COc1ccccc1CNC(=O)c1cc(-c2ccccc2C)nn1CC1CC(c2cccnc2)=NO1 (stereo not given)
  0.4	-1.0	nt	1.1	-1.3	nt	nt	2.4
- O=C(Nc1ccc2c(c1)OCO2)N[C@@H]1CC[C@H](CCNC(=O)C2CCCC2)O[C@@H]1CO
  -0.1	3.7[16.7 µM]	17.8	-3.0	-26.2	1.3	0.7	1.1
- CCc1nc2ccc(C(=O)N3CCN(C(C)=O)CC3)cn2c1N(CC)C(C)=O
  -0.2	-6.6	-1.5	-0.9	8.2	-3.4	-2.0	-2.2
- O=C(NCCN1CCOCC1)c1ccccc1N1C(=O)[C@@H]2Cc3c([nH]c4ccccc34)C(c3ccccc3)N2C1=O (stereo not given in full)
  nt	-1.1	-37.8	-0.8	-7.1	-18.0	-1.2	1.6
- COc1ccccc1C(=O)NCC(=O)OCC(=O)N(CC(C)C)c1c(N)n(Cc2ccccc2)c(=O)[nH]c1=O
  nt	-14.5	-10.9	0.2	6.7	-0.1	3.8	0.0
- CO[C@H]1CN(C)C(=O)c2cc(NS(C)(=O)=O)ccc2OC[C@@H](C)N(CCC(F)(F)F)C[C@@H]1C
  0.2	-19.7[16.7 µM]	6.2	-4.0	-4.8	1.3	1.6	1.8
- CNc1cncc(-c2cccc(C(=O)NC3CC3)c2)n1
  0.1	-0.5	-24.4	-0.4	9.5	3.8	-26.8	-3.4
- COc1ccccc1CNC(=O)[C@H](C)NC(=O)C1CCN(C(=O)[C@@H](N)CCSC)CC1
  nt	1.0	-9.6	1.4	-13.9	6.3	nt	1.4

# Part of the list above, as comma-separated lines.
SMILES,E-selectin induc,miR122 inh,RAD52 anneal inh,Cneo AK release,RAD54 inh,PGC1a acetyl inh,ERAP1 inh,PglD DTNB
O=C(NCCN1CCOCC1)c1ccccc1N1C(=O)[C@@H]2Cc3c([nH]c4ccccc34)C(c3ccccc3)N2C1=O (stereo not given in full),nt,-1.1,-37.8,-0.8,-7.1,-18.0,-1.2,1.6
COc1ccccc1C(=O)NCC(=O)OCC(=O)N(CC(C)C)c1c(N)n(Cc2ccccc2)c(=O)[nH]c1=O,nt,-14.5,-10.9,0.2,6.7,-0.1,3.8,0.0
